NSD2 HMT inh – inhibitors of human histone methyltransferase NSD2. O96028. NSD2 peptide methylation, AlphaScreen, 120 min. inhibition, % at 12.5 µM. 310,000 compounds, 0.54% hits. AID 743445; in the data active = inhibition above about 50%
SR-BI uptake up – activators of SR-BI mediated HDL lipid uptake; CHO ldlA[mSR-BI] cells, DiI-HDL uptake fluorescence, 3 h; 100 = double the neutral-control signal; activation, % at 12.5 µM; 320,000 compounds, 0.096% hits;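 active = mean replicate activation of at least 60% and every replicate at or above 60%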;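 note: 0% = median plate neutral-control signal and 100% = twice that signal; values of inactives mirror those of a sister screen read the other way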
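Assay system: LDL receptor-deficient CHO ldlA cells overexpressing murine SR-BI / Medium: BSA-supplemented, HEPES-buffered Ham's F12, pH 7.4 / Probe or stimulus: DiI-labelled HDL at 10 µg/mL final / Timing: compound with DiI-HDL co-incubation, 3 h at 37 °C / Technique: bottom-read cell fluorescence after medium removal, ex 550/em 595 nm / Measure: HDL uptake via cellular fluorescence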
Arr AP2 block – blocks beta-arrestin peptide binding to AP2 adaptin. FITC-arrestin peptide / GST-AP2 beads, flow cytometry; AP2 beta2 appendage carries R879A mutation. inhibition, % at 10 µM. 340,000 compounds, 0.31% hits;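 active = inhibition above a set limit, near 3 SD of compounds lacking own fluorescence, cut at about 54% in these data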;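 note: plate controls were DMSO wells for no effect and 5 µM unlabelled arrestin peptide for full effect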
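Assay system: GST-AP2 R879A bound to glutathione beads, E. coli-expressed; Medium: PBS with 0.05% Tween 20 and 0.1% BSA; Also added: fluorescein-tagged arrestin peptide at 50 nM final; Timing: 12 min plus 1 h, RT; Measured by: flow cytometry, FL1 (488/535 nm); Evaluation: percent drop in bead-associated FITC signal.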
Pemphigus Ab inh – blocks pemphigus antibody binding to human desmoglein-3; P32926; DSG3-coupled beads, scFv-anti-DSG3-GFP binding, flow cytometry; stronger effect = lower value; binding (percent of control), % at 10 µM; 310,000 compounds, 0.48% hits;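 active = binding more than 3 SD below its plate's average and above zero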; note: some compounds called inactive have numbers as strong as hits
PKA-R2B act – activates the human PKA-R2B holoenzyme complex; P22694+P31323; PKA-R2B holoenzyme dissociation, Cy5-IP20 fluorescence polarization; R2B truncated from residue 108, S112A mutant; 0% DMSO only, 100% 113 µM cGMP; activation, % at 11.4 µM; 340,000 compounds, 0.079% hits;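 active = activation above a cutoff set at the mean over all compounds plus 3 SD, cut at about 18% in these data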;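 note: higher means more holoenzyme dissociation and a rise in polarization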
dFosB activator – activators of mouse delta FosB homodimer. P13346. purified delta FosB, TAMRA-CDK5 oligo fluorescence polarization; percent of positive-control signal above neutral wells. activation, % at 25 µM. 340,000 compounds, 0.99% hits;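 active = mean activation above about 17%, with every replicate also reaching it, limit read from the data, passing the limit was not always enough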;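 note: fluorescence polarization rise as delta FosB binds a TAMRA Cdk5 AP-1 oligo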
Target sequence (P13346 whole entry, looked up): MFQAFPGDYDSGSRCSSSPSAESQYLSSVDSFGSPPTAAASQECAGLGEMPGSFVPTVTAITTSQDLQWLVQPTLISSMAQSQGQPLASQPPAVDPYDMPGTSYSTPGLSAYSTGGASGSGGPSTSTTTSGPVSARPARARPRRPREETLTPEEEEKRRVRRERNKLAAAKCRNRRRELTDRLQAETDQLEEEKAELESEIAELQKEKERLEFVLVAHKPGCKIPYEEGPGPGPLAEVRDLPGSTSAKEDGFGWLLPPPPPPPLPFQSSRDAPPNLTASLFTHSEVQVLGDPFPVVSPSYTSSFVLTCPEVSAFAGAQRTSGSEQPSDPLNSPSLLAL
CDK5 p35 inh – inhibitors of human CDK5/p35 kinase. Q00535+Q15078. inhibition, % at 10 µM. 330,000 compounds, 0.01% hits. Recombinant CDK5/p35, ADP-Glo luminescence, 60 min;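 active = highest replicate inhibition of at least 50% and at least 75% of replicates reaching 50%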;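 note: plate controls were DMSO neutral control for no effect and GW8510 at 10 µM for full effect; many of its hits are not listed in these tables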
Target sequence (Q00535 whole entry, looked up): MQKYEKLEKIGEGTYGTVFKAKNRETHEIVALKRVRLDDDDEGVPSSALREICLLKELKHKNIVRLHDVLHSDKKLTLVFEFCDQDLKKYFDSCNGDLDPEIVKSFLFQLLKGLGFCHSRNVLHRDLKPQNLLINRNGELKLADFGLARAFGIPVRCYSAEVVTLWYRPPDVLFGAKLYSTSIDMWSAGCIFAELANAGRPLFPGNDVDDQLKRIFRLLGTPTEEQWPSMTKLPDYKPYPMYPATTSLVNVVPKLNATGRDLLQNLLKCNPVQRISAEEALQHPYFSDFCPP
Target sequence (Q15078 whole entry, looked up): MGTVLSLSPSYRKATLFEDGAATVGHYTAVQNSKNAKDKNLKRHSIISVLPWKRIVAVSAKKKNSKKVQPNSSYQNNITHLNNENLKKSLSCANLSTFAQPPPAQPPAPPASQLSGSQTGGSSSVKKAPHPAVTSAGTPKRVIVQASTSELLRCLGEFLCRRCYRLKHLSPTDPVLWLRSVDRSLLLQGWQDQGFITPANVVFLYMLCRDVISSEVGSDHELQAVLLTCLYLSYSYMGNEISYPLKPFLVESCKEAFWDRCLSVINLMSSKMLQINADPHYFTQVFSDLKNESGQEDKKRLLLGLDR
SR-BI HDL uptake – blocks mouse SR-BI lipid uptake from DiI-HDL. Q61009. ldlA[mSR-BI] CHO cells, DiI-HDL uptake fluorescence, 3 h. inhibition, % at 12.5 µM. 320,000 compounds, 0.96% hits. AID 488896;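 active = mean replicate inhibition of at least 70% and a set share of replicates each scoring 70 or more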;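 note: 0% = median of neutral control wells and 100% = median of positive control wells; values of inactives mirror those of a sister screen read the other way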
MITF TRPM1 HTS – MITF TRPM1 promoter activation in melanoma cells; SK-MEL-5 TRPM1-promoter luciferase, 24 h; % of positive control, neutral wells = 0; 300,000 compounds, 0.75% hits; activation, % at 12.5 µM; AID 588334;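 active = mean activation of at least 80% with every replicate also reaching 80%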;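 note: 0% = neutral control wells and 100% = parthenolide positive control wells; values of inactives mirror those of a sister screen read the other way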
PKA-R1A act – PKA-R1A complex activation; P00514+P68181; PKA-R1A dissociation, Cy5-IP20 fluorescence polarization; scaled: DMSO 0%, 113 µM cGMP 100%; activation, % at 11.4 µM; 340,000 compounds, 0.083% hits;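 active = percent activation above the mean of all tested compounds plus 3 SD, cut at about 19% in these data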;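 note: higher means more PKAc released from R1A so a rise in polarization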
SUMO Mot1 rescue – blocks SUMOylation pathway, rescuing yeast Mot1-301 growth | growth rescue, % at 18.8 µM | 320,000 compounds, 1% hits | AID 2716 | S. cerevisiae Mot1-301 growth rescue, ATP luminescence, 38.5C; percent above DMSO median, 100 means doubled;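 active = every valid replicate shows activation above 250% relative to neutral control wells; inactive = the rest, any valid replicate at or below 250%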;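 note: OY570 slx delta 5 strain wells were the positive control but not used for scaling; some compounds called inactive have numbers as strong as hits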
Active calls of the source: *; nt = not tested or not shown.

1: COc1cc(C(C)=O)ccc1OCC(=O)Nc1cc(C)on1
2: CCOc1ccc(NC(=O)CN2C(=O)NC(CCSC)C2=O)cc1 (configuration not stated)
3: COc1cccc(C(C(=O)NCc2ccco2)N(Cc2ccco2)C(=O)Cn2nnc3ccccc32)c1 (configuration not stated)
4: CN(Cc1nc(-c2cccnc2)no1)S(=O)(=O)c1ccc2ccccc2c1
5: O=C(Nc1ccc(Br)cc1F)c1cccnc1
6: O=C1C(=O)N(Cc2cccnc2)C(c2cccc([N+](=O)[O-])c2)/C1=C(/O)c1ccc2c(c1)OCO2 (configuration not stated)
7: COc1ccccc1/C=C/C(=O)OCC(=O)c1cc(C)n(C)c1C
8: O=C(CSc1ccc(-c2ccco2)nn1)c1ccccc1

entry no.	1	2	3	4	5	6	7	8
dFosB activator	5	6	6	-12	0	-5	-8	-13
SUMO Mot1 rescue	14	-5	-5	25	3	95	-2	-3
NSD2 HMT inh	-1	-3	-2	3	1	nt	0	-1
CDK5 p35 inh	2.0	-1.4	0.4	-0.6	-0.3	-1.0	0.8	-0.9
MITF TRPM1 HTS	61	-3	-4	-9	17	0	6	26
Pemphigus Ab inh	100	111	98	108	99	nt	103	106
PKA-R1A act	-2	-7	2	-5	5	-3	4	-7
SR-BI uptake up	9	11	-18	1	5	11	-61	-4
Arr AP2 block	2	-1	-4	-1	-1	5	11	8
SR-BI HDL uptake	-9	-11	18	-1	-5	-11	61	4
PKA-R2B act	-9	5	4	-1	1	3	3	-6

9: O=C(NCc1nc(-c2ccccc2)no1)Nc1ccc(F)cc1
10: O=C(Nc1nc(-c2cccs2)cs1)c1ccc(Cl)s1
11: O=C(O)c1ccccc1Nc1ccc([N+](=O)[O-])cc1C(=O)O
12: O=C(Nc1ccc(Br)cc1)c1ccc2c(c1)OCO2
13: CC1=C(C(=O)OCc2ccccc2)C(c2ccccc2)NC(=O)N1CCCC(=O)O (configuration not stated)
14: CC(C)Cn1c(N)c(C(=O)COC(=O)C2CCCCC2)c(=O)n(C)c1=O
15: O=C(CCNC(=O)c1ccc(Br)cc1)Nc1ncccc1O
16: O=C(O)CNS(=O)(=O)c1ccc2c(c1)Cc1cc(S(=O)(=O)NCC(=O)O)ccc1-2

entry no.	9	10	11	12	13	14	15	16
dFosB activator	4	15	-12	9	-5	-3	2	5
SUMO Mot1 rescue	1	42	-7	10	-1	-9	-3	8
NSD2 HMT inh	0	nt	7	-1	nt	2	nt	1
CDK5 p35 inh	-0.7	1.3	-1.1	-0.3	1.5	2.9	-1.2	-1.4
MITF TRPM1 HTS	3	41	nt	nt	1	nt	1	11
Pemphigus Ab inh	91	109	98	93	98	102	101	105
PKA-R1A act	-5	8	7	-13	-3	6	-7	3
SR-BI uptake up	14	-43	19	6	19	7	7	24
Arr AP2 block	25	30	-3	32	12	12	3	-5
SR-BI HDL uptake	-14	43	-19	-6	-19	-7	-7	-24
PKA-R2B act	-9	7	6	-2	-5	12	-1	7

Five entries already listed, arranged by SMILES length, low to high:
12: O=C(Nc1ccc(Br)cc1)c1ccc2c(c1)OCO2
10: O=C(Nc1nc(-c2cccs2)cs1)c1ccc(Cl)s1
15: O=C(CCNC(=O)c1ccc(Br)cc1)Nc1ncccc1O
13: CC1=C(C(=O)OCc2ccccc2)C(c2ccccc2)NC(=O)N1CCCC(=O)O (configuration not stated)
16: O=C(O)CNS(=O)(=O)c1ccc2c(c1)Cc1cc(S(=O)(=O)NCC(=O)O)ccc1-2

entry no.	12	10	15	13	16
dFosB activator	9	15	2	-5	5
SUMO Mot1 rescue	10	42	-3	-1	8
NSD2 HMT inh	-1	nt	nt	nt	1
CDK5 p35 inh	-0.3	1.3	-1.2	1.5	-1.4
MITF TRPM1 HTS	nt	41	1	1	11
Pemphigus Ab inh	93	109	101	98	105
PKA-R1A act	-13	8	-7	-3	3
SR-BI uptake up	6	-43	7	19	24
Arr AP2 block	32	30	3	12	-5
SR-BI HDL uptake	-6	43	-7	-19	-24
PKA-R2B act	-2	7	-1	-5	7

Other compounds follow:
17: Nc1ccc(NC(=O)NC2CCCCC2)cc1[N+](=O)[O-]
18: O=C1/C(=C/c2ccc(N3CCOCC3)o2)SC(=Nc2ccccc2)N1CCc1c[nH]c2ccccc12
19: Oc1ccc(/C=C/c2cnccn2)cc1
20: CC(C)OC(=O)c1cc(C(=O)c2cc(F)ccc2O)coc1=N
21: COc1ccc(C(C(=O)NC2CCCC2)N(C(=O)c2ccoc2C)c2ccccc2)cc1 (configuration not stated)
22: CCCCC1=CC2=CC(=O)C(C)(OC(=O)CC)C(=O)C2=CN1CCc1ccccn1 (configuration not stated)
23: Cc1nn(C(C)(C)C)c(OC(=O)C2CCCC2)c1S(=O)(=O)c1ccccc1
24: CCc1cc(=O)oc2c(C)c(OCC(=O)N3CCC(C(=O)O)CC3)ccc12

entry no.	17	18	19	20	21	22	23	24
dFosB activator	5	-19	2	-9	-9	1	-3	-2
SUMO Mot1 rescue	0	34	1	nt	-14	-12	nt	-13
NSD2 HMT inh	-2	nt	-3	2	-1	nt	-5	nt
CDK5 p35 inh	-3.0	3.3	5.5	-0.2	-1.8	-1.5	-0.7	-1.4
MITF TRPM1 HTS	32	-55	44	-11	11	4	8	-8
Pemphigus Ab inh	98	215	100	104	82	96	115	100
PKA-R1A act	-7	0	-1	4	-7	-16	-8	1
SR-BI uptake up	-12	-87	-12	4	8	9	-35	-3
Arr AP2 block	4	-16	-6	3	2	21	-5	25
SR-BI HDL uptake	12	87*	12	-4	-8	-9	35	3
PKA-R2B act	-11	3	10	8	1	1	2	2

25: Cc1snc(S(=O)(=O)/C(C#N)=N/Nc2ccc(C(F)(F)F)cc2)c1C#N
26: CC(=O)c1ccc(NC(=O)COC(=O)c2nc(Cl)ccc2Cl)cc1
27: O=S(=O)(c1ccccc1)c1cnc(-c2cccnc2)nc1-c1ccccc1
28: CCOc1ccc(C(=O)N(Cc2ccc(N(C)C)cc2)C2CCS(=O)(=O)C2)cc1 (configuration not stated)
29: CCOc1ccc(OCc2ccc(C(=O)N3CCOCC3)cc2)cc1
30: Cc1cc(C)c(S(N)(=O)=O)c(C)c1-n1cnnn1
31: CCCc1c(C(=O)Nc2cc(C(C)(C)C)on2)cnn1-c1ccccc1
32: CC(Sc1nnc(CC(C)c2ccccc2)n1N)C(N)=O (configuration not stated)

entry no.	25	26	27	28	29	30	31	32
dFosB activator	-5	-11	0	1	-2	-1	-10	-4
SUMO Mot1 rescue	59	-7	nt	3	5	-5	13	-6
NSD2 HMT inh	13	-2	0	4	-4	7	3	-3
CDK5 p35 inh	0.8	-2.8	1.9	0.0	-1.2	1.0	0.6	0.5
MITF TRPM1 HTS	-13	0	-6	9	nt	-2	nt	-2
Pemphigus Ab inh	105	102	100	62	102	111	nt	94
PKA-R1A act	-1	11	2	6	-18	1	10	1
SR-BI uptake up	-12	0	17	-5	22	20	27	6
Arr AP2 block	-38	16	12	2	6	-9	7	-29
SR-BI HDL uptake	12	0	-17	5	-22	-20	-27	-6
PKA-R2B act	-7	-4	2	1	-12	0	-1	5

33: O=C1CC(SC(=Nc2ccccc2)Nc2ccccc2)C(=O)N1c1cccc(Cl)c1 (configuration not stated)
34: Cn1nc(C(=O)Nc2cccc(C(=O)NC3CC3)c2)c2ccccc2c1=O
35: COc1ccc([C@@H]2CC(=O)c3c(O)cc(O[C@@H]4OC(CO[C@@H]5OC(C)[C@H](O)[C@@H](O)[C@H]5O)[C@@H](O)[C@H](O)[C@H]4O)cc3O2)cc1O (some centres not stated)
36: CC(=O)Nc1ccc(C(=O)N/C(=C/c2ccccc2)C(=O)NCc2ccco2)cc1
37: Cc1cccc(NC(=O)CCS(=O)(=O)c2cc3c(cc2Cl)NC(=O)CO3)c1
38: CCC(C)c1ccc(NC(=S)NCc2ccccc2OC)cc1 (configuration not stated)
39: Cc1noc(C)c1S(=O)(=O)N1CCC(C(=O)Nc2ccccn2)CC1
40: CCn1c(=O)c2cc(C(=O)NC(C)C)sc2c2ccccc21

entry no.	33	34	35	36	37	38	39	40
dFosB activator	-3	-22	-6	2	0	1	-3	-37
SUMO Mot1 rescue	-18	16	nt	8	-4	nt	-14	11
NSD2 HMT inh	0	1	nt	-3	-3	0	3	1
CDK5 p35 inh	-1.0	-1.2	0.3	0.4	2.2	-3.4	-0.1	-1.0
MITF TRPM1 HTS	0	8	nt	0	0	-10	-6	9
Pemphigus Ab inh	99	106	96	97	104	99	98	91
PKA-R1A act	7	1	-10	2	6	-11	2	-2
SR-BI uptake up	-78	-8	15	16	-5	-4	-8	-57
Arr AP2 block	4	-7	5	20	6	6	0	-16
SR-BI HDL uptake	78*	8	-15	-16	5	4	8	57
PKA-R2B act	3	-5	2	2	14	0	10	-6

41: Cc1cccc(C(=O)NNc2ncnc3c2cnn3C)c1
42: COc1ccc(NC(=O)CSc2ccccc2)c(OC)c1
43: CC(/C=C/C1(O)C(C)CC(O)CC1(C)C)OC1OC(CO)C(O)C(O)C1O (configuration not stated)
44: Cc1cccc(/C=N/NC(=O)c2ccc(F)cc2)n1
45: CC1CCN(c2ccccc2NC(=S)NC(=O)C(C)(C)C)CC1
46: CCCCCCC1CCC(C(=O)NC(CCSC)C(=O)NC(C(=O)OC)C(C)C)CC1 (configuration not stated)
47: CCOCCCn1c(=S)[nH]c2cc(C(=O)N3CCC(C(N)=O)CC3)ccc2c1=O
48: O=[N+]([O-])c1ccc(C2NS(=O)(=O)N=C3CCCCCN32)cc1 (configuration not stated)

entry no.	41	42	43	44	45	46	47	48
dFosB activator	-4	-4	-1	-16	-9	-13	5	-3
SUMO Mot1 rescue	-10	nt	0	-3	-5	-10	7	-14
NSD2 HMT inh	nt	-3	nt	-5	-6	-1	-3	-5
CDK5 p35 inh	-1.6	0.8	-3.3	0.0	-0.2	1.0	-1.0	-3.7
MITF TRPM1 HTS	10	39	2	49	8	1	nt	-8
Pemphigus Ab inh	100	102	99	102	99	96	119	93
PKA-R1A act	-13	2	-3	1	4	10	-4	3
SR-BI uptake up	8	-8	-9	nt	-18	-15	6	nt
Arr AP2 block	-10	25	12	-2	-16	13	-11	-5
SR-BI HDL uptake	-8	8	9	nt	18	15	-6	nt
PKA-R2B act	-7	5	5	-9	-9	-5	-1	9
